Keap1-Nrf2 PPI: disrupts human Keap1 binding to Nrf2 peptide; Q14145; Keap1 Kelch-Nrf2 peptide fluorescence polarization, 1536-well; inhibition, % at 9.4 µM; actives 0.15% (n = 340,000); AID 504523; in the data active means inhibition above about 12%; inconclusive means no clear call, values can overlap the other calls; inactive means below about 7.3%;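 further: human Keap1 Kelch domain with fluorescein labeled Nrf2 9mer peptide probe; 0% = neutral control wells and 100% = peptide positive control; higher means more block of Keap1 binding to Nrf2 peptide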
Target sequence (Q14145 whole entry, looked up, the tested form may be a part): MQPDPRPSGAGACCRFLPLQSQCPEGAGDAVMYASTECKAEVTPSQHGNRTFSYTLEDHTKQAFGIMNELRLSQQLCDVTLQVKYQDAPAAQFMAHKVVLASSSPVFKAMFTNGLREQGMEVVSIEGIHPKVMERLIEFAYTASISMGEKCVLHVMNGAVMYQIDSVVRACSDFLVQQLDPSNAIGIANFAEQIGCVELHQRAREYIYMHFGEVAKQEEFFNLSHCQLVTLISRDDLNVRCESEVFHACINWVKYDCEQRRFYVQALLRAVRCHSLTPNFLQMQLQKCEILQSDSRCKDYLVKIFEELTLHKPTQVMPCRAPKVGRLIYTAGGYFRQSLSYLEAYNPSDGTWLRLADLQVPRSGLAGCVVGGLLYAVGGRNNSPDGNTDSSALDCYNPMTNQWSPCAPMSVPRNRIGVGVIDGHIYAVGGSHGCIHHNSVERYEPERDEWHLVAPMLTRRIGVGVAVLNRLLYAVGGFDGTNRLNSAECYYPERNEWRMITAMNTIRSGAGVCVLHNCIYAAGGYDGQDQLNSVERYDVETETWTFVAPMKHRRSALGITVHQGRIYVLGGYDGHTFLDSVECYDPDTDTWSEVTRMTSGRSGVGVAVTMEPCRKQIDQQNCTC
CAL PDZ FP-1: inhibitors of human CAL PDZ peptide binding; Q9HD26; purified CAL PDZ, TMR-peptide fluorescence polarization, 1 h; AID 504414; actives 0.02% (n = 330,000); inhibition, % at 20 µM;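 active means highest replicate inhibition of at least 40%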;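 further: plate controls were DMSO neutral control wells for no effect and unlabeled competitor peptide control wells for full effect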
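Material: tagged CAL PDZ domain; buffer or medium: 25 mM sodium phosphate pH 7.4, 150 mM NaCl, TCEP, IgG, Thesit; compound dosing: single point, 20 µM; schedule: 1 h incubation at room temperature before polarization reading; measured by: FP readout, S and P plane fluorescence; read-out basis: percent inhibition from loss of millipolarization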
PKA-R2B act: PKA-R2B complex activation. PKA-R2B holoenzyme dissociation, Cy5-IP20 fluorescence polarization; R2B truncated from residue 108, S112A mutant; 0% DMSO only, 100% 113 µM cGMP. P22694+P31323. activation, % at 11.4 µM. actives 0.079% (n = 340,000);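 active means activation above a cutoff set at the mean over all compounds plus 3 SD, cut at about 18% in these data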;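 further: higher means more holoenzyme dissociation and a rise in polarization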
SR-BI DiI-HDL act: enhances SR-BI lipid uptake from DiI-HDL; CHO ldlA[mSR-BI] cells, DiI-HDL uptake fluorescence, 3 h; 100 = double the neutral-control signal; activation, % at 12.5 µM; actives 0.096% (n = 320,000); AID 504775;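 active means mean replicate activation of at least 60% and every replicate at or above 60%; inconclusive means mean or all-replicate condition met, but not both; inactive means mean below 60% and not all replicates reaching 60%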;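 further: 0% = median plate neutral-control signal and 100% = twice that signal; values of inactives mirror those of a sister screen read the other way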
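System: CHO ldlA[mSR-BI] cells / Medium: HEPES-buffered (25 mM, pH 7.4) F12 plus 0.5% BSA / Probe or stimulus: labelled HDL, 10 µg/mL / Doses: single compound concentration, delivered by pin transfer / Schedule: 3 h, 37 °C / Measured by: DiI fluorescence, bottom read / Measure: cell-associated DiI fluorescence as measure of HDL uptake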
CAL PDZ FP-2: blocks peptide binding to the human CAL PDZ domain. Q9HD26. purified CAL PDZ, TMR-peptide fluorescence polarization, 1 h. inhibition, % at 24.9 µM. actives 0.92% (n = 300,000). AID 602252;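 active means mean inhibition of at least 30% with at least half of replicates also reaching 30%; inconclusive means no clear call, values can overlap the other calls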;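 further: 0% = DMSO neutral control and 100% = excess unlabeled competitor peptide PRC23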
LANA DNA inh: blocks KSHV LANA C-terminal domain binding to DNA; actives 0.078% (n = 340,000); inhibition, % at 9 µM; MBP-C-LANA/FAM-LBS DNA binding, fluorescence polarization;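 active means highest replicate inhibition at or above 60% at 9 µM, even if other replicates fall short; inactive means all replicates below 60% inhibition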;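 further: 0% = neutral control wells and 100% = 4 µM acridine orange control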
Cardiac RTF inh: cardiac RTF calcium desensitization; P19429+P45379; IANBD-labeled cardiac RTF, Ca2+ fluorescence; inhibition, % at 7.15 µM; actives 0.12% (n = 340,000);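 active means inhibition above the mean inhibition of all tested compounds plus 3 SD, cut at about 17% in these data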;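 further: assay run at fixed EC70 calcium of 1.6 mM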
RTF Ca sens act: cardiac RTF calcium sensitization. P19429+P45379. IANBD-labeled TnC RTF fluorescence at EC20 calcium; 0% EC20 calcium, 100% full calcium. activation, % at 7.2 µM. actives 0.24% (n = 340,000);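 active means activation above the mean over all tested compounds plus 3 SD, cut at about 30% in these data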;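 further: rise in fluorescence read as greater calcium sensitivity of cardiac thin filaments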
Rtt109 Vps75: blocks Candida albicans Rtt109/Vps75 acetyltransferase activity; Q5AAJ8; purified Rtt109/Vps75, ThioGlo CoA-SH fluorescence, 4 h; inhibition, % at 34.9 µM; actives 0.16% (n = 330,000); AID 540336;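 active means inhibition of at least 50% in every replicate; inconclusive means best replicate reaches 50% inhibition but some replicates fall short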
Target sequence (Q5AAJ8 whole entry, looked up): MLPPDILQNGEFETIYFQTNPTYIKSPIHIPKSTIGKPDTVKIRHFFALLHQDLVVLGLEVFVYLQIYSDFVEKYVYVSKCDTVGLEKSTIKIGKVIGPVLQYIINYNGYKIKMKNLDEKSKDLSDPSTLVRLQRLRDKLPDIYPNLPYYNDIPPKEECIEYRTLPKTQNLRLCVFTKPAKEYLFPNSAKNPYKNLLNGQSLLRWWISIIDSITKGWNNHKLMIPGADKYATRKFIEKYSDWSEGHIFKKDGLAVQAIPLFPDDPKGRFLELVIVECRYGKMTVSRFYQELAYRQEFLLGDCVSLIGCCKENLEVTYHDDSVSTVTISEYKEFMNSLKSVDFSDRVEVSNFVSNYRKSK
DAGLB inhibitor: blocks human DAGLB lipase activity. inhibition, % at 5.17 µM. Q8NCG7. HEK293T DAGLB membrane lysate, EnzChek fluorogenic substrate. actives 0.059% (n = 340,000); in the data active means inhibition above about 34%;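 further: 0% = enzyme with vehicle and 100% = wells lacking enzyme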
Numbers without * were called inactive; i = inactive; u = inconclusive; x = no result given.

Order of values – CAL PDZ FP-1	CAL PDZ FP-2	Keap1-Nrf2 PPI	PKA-R2B act	LANA DNA inh	Rtt109 Vps75	SR-BI DiI-HDL act	Cardiac RTF inh	RTF Ca sens act	DAGLB inhibitor
Cc1ccc(C(=O)N/N=C\c2ccc(Br)o2)o1
  -0.5	-2.7	0.1	3.2	0.4	-2.5	-5.9	-1.3	4.8	0.2
Cc1nc(NC(=O)CSc2nc(N)cc(N)n2)sc1C
  -1.1	-5.4	-4.5	-4.7	-1.9	5.7	0.9	-1.8	0.7	3.5
Cc1ccc(-c2noc(CCC(=O)NCCc3ccccc3Cl)n2)cc1
  0.2	x	0.3	-5.1	0.3	-6.1	3.7	-4.1	-4.0	-5.7
COc1cc(/C=N/NC(=O)c2cccnc2)ccc1OCC(=O)Nc1ccccc1Cl
  -2.2	x	2.3	-7.8	-1.2	-15.2	-2.8	-8.8	-0.9	-1.9
COCCCNC(=O)c1ccc(Cn2c(=O)c3ccccc3n(CC(=O)NCc3ccco3)c2=O)cc1
  -1.2	2.8	1.8	-6.4	-0.4	-2.4	x	-15.7	-1.2	-1.6
O=C(O)CCn1[nH]c(=O)c2ccccc2c1=O
  0.3	-0.9	-0.8	-3.3	-0.4	-7.2	17.3	3.8	0.0	-0.8
CCOC(=O)C1CCCN(C(=O)Cn2ncc3c([nH]c4ccc(C)cc43)c2=O)C1 (stereo not given)
  0.6	x	-2.9	1.6	-4.1	5.6	-3.1	-1.0	1.0	-1.5
COc1ccc2[nH]c(=O)c(CN(CC3CCCO3)S(=O)(=O)c3ccccc3F)cc2c1 (stereo not given)
  -2.7	-4.5	-2.6	-5.4	-0.6	9.8	4.3	-7.1	0.2	-2.3
COCCCN(C(=O)c1ccccc1)c1nc(-c2ccc(OC)cc2)cs1
  -0.4	-0.9	0.2	1.5	-0.9	-1.9	-27.0	-1.9	1.4	-8.7
CC(C)(C)c1nnc(NC(=O)Cc2ccccc2[N+](=O)[O-])s1
  -1.1	-3.7	-3.1	-4.1	0.6	-11.9	-3.0	9.6	6.2	1.0

Carrying on:
Order of values – CAL PDZ FP-1	CAL PDZ FP-2	Keap1-Nrf2 PPI	PKA-R2B act	LANA DNA inh	Rtt109 Vps75	SR-BI DiI-HDL act	Cardiac RTF inh	RTF Ca sens act	DAGLB inhibitor
CC1CC(C)CN(CCCNC(=O)c2ccc3nc(N4CCOCC4)sc3c2)C1 (stereo not given)
  -1.2	x	-2.4	-4.9	0.0	-13.3	9.5	-5.9	1.1	-3.6
O=C(CCN1CCCCC1c1cccnc1)NCc1ccccc1 (stereo not given)
  -3.0	-2.4	-5.3	1.6	-0.2	-4.3	-5.0	-13.2	0.5	-5.0
CCCNC(=O)Cn1nc(C)n2c(cc3cc(F)ccc32)c1=O
  -1.1	-7.0	-5.5	4.9	-5.7	-1.8	-5.0	-0.8	7.8	0.7
CC(=O)CSc1ncnc2c1cnn2-c1ccccc1
  -1.9	0.2	-2.8	-0.4	-0.6	-10.2	4.2	-0.5	2.7	-3.6
COc1ccc(CCNc2nc(-c3ccc(F)cc3)c(CC(=O)O)s2)cc1OC
  0.1	8.2	-3.3	-3.5	-2.1	8.0	x	-10.3	2.5	1.2
CCOc1ccc(CNC(=O)CCS(=O)(=O)c2ccc3c(c2)NC(=O)CO3)cc1OC
  -1.7	3.6	-0.3	2.5	-1.5	1.6	27.6	-7.1	-5.3	-0.7
COc1cccc(C(=O)N2N=C(c3cccc(OC)c3)CC2(O)C(F)(F)F)c1 (stereo not given)
  -3.2	0.0	-1.0	-4.3	0.1	-6.2	7.7	-8.9	-3.1	-3.8
Cc1cc(C)c2nc(-c3ccccn3)cc(C(=O)Nc3cc(C)on3)c2c1
  0.5	-2.5	-5.8	5.3	1.0	-1.0	-40.1	0.7	-0.2	-1.7
COCC(=O)/C=C1\Sc2ccccc2N1C
  -1.0	x	-0.6	-10.1	1.0	2.6	-9.9	-4.3	3.2	-5.0
OCCC1CN(C2CSCCSC2)CCN1Cc1ccccc1 (stereo not given)
  -0.3	-3.2	2.4	0.2	0.9	9.8	26.9	-2.8	2.4	1.4

Further structures follow:
Order of values – CAL PDZ FP-1	CAL PDZ FP-2	Keap1-Nrf2 PPI	PKA-R2B act	LANA DNA inh	Rtt109 Vps75	SR-BI DiI-HDL act	Cardiac RTF inh	RTF Ca sens act	DAGLB inhibitor
COc1ccc(Cl)cc1NC(=O)COC(=O)c1ccc(C)o1
  -0.1	-3.1	-2.1	-11.7	-0.5	-6.1	8.6	-2.9	2.7	-8.9
CCOC(=O)C1=C(C)N=c2s/c(=C/c3ccc(OCC(=O)O)cc3)c(=O)n2C1c1ccc(OC)cc1OC (stereo not given)
  -12.8	-19.5	-14.4	-3.3	-1.2	-0.1	7.9	-8.8	-2.6	2.0
Cc1c(NS(=O)(=O)c2ccc(Br)s2)c(=O)n(-c2ccccc2)n1C
  -0.3	-5.1	-1.6	-0.2	-1.3	-6.3	-6.9	-14.4	-1.5	-1.7
Cc1nnc2sc(-c3ccc(NC(=O)CSc4ccc(Cl)cc4)cc3)nn12
  -1.1	-2.6	-4.2	-7.6	-1.4	6.1	-33.2	-2.5	14.2	2.3
COc1ccc(OCCCC(=O)N(CCC2=CCCCC2)c2c(N)n(Cc3ccccc3)c(=O)[nH]c2=O)cc1
  -2.9	0.0	-6.9	0.6	1.7	-2.1	-24.4	5.1	3.5	7.3
Cc1c(N2C(=O)/C(=C\C3CC=CCC3)SC2=S)c(=O)n(-c2ccccc2)n1C (stereo not given)
  -0.5	-1.1	x	1.4	x	-16.5	9.7	0.8	-0.9	2.4
CC(=O)N(C)c1ccc(N=Nc2ccc3ncccc3c2)cc1
  1.3	7.5	-3.9	0.9	1.4	-0.3	-28.8	5.5	-0.8	10.4
COc1ccc(-c2nc(CS(=O)(=O)CC(=O)NCCCN3CCOCC3)c(C)o2)cc1
  -1.2	-5.5	-3.7	0.5	0.9	-0.6	x	2.0	-2.9	-0.2
CCN(CC)Cc1c(C(=O)N/N=C/c2ccc(OCc3ccccc3C)cc2)nnn1-c1nonc1N
  1.2	x	3.6	-2.0	1.2	6.8	-59.4	-3.1	0.8	-1.3
CCOc1ccc(NC(=O)CN2CCN(CC(=O)Nc3ccc(OC)cc3OC)CC2)cc1
  x	-3.1	-3.3	1.7	2.5	-6.0	-62.4	-2.9	13.0	0.5

Next section.
Order of values – CAL PDZ FP-1	CAL PDZ FP-2	Keap1-Nrf2 PPI	PKA-R2B act	LANA DNA inh	Rtt109 Vps75	SR-BI DiI-HDL act	Cardiac RTF inh	RTF Ca sens act	DAGLB inhibitor
COc1ccc(-c2cc3c(=O)n(CC(=O)NC4CCN(Cc5ccccc5)CC4)ncn3n2)cc1
  -0.1	-0.4	-5.3	-7.1	1.2	2.7	-15.5	-2.5	-0.7	1.7
CCOC(=O)N1CCN(S(=O)(=O)c2ccc(NC(C)=O)cc2)CC1
  0.1	-3.9	3.5	7.2	-1.3	-6.3	-4.6	0.5	-2.5	-3.0
CCOc1cc(/C=N/NC(=O)c2cc(-c3cccnc3)nc3ccccc23)ccc1O
  -0.5	-1.6	2.0	-11.0	0.3	-4.0	8.6	-2.0	3.7	0.0
CCOc1ccccc1C(=O)N(Cc1cccs1)C1CCS(=O)(=O)C1 (stereo not given)
  1.0	-4.6	-6.1	9.8	3.0	-2.1	6.5	-2.5	2.9	-1.7
Cc1cc(Cn2ccnc2)c(C)c([N+](=O)[O-])c1Cn1ccnc1
  -0.9	-1.9	-4.3	-0.1	1.6	-1.8	6.8	-5.3	2.5	0.2
CCOCCCn1c(=NC(=O)c2cccs2)c(C#N)cc2c(=O)n3ccccc3nc21
  -0.5	1.5	22.6*	1.6	30.4	i	-4.1	-20.8	9.8	0.9
Cc1ccc(S(=O)(=O)N2CCN(C)CC2)cc1C(=O)NC1CCCCC1
  -0.9	-5.5	1.9	-8.2	1.3	28.1	8.1	-5.9	-6.7	-2.6
O=C(CCc1c[nH]c2ccccc12)Nc1ncccc1O
  x	-8.7	2.1	2.5	-0.5	0.3	11.2	-1.7	-0.2	1.2
Cc1c(Cl)cccc1NC(=O)CC(Cc1ccccc1)C(=O)O (stereo not given)
  0.0	-2.4	1.4	-2.3	0.7	2.3	1.8	-7.2	-0.7	-1.5
CCN(CC)S(=O)(=O)c1ccc(N2CCN(S(=O)(=O)c3ccccc3C#N)CC2)nc1
  -0.1	x	-3.1	2.1	0.7	2.3	9.5	-3.0	0.3	-0.1

Next structures
Order of values – CAL PDZ FP-1	CAL PDZ FP-2	Keap1-Nrf2 PPI	PKA-R2B act	LANA DNA inh	Rtt109 Vps75	SR-BI DiI-HDL act	Cardiac RTF inh	RTF Ca sens act	DAGLB inhibitor
N#CC(NC(=O)OCc1ccccc1)c1ccccc1 (stereo not given)
  0.7	3.7	-0.3	4.3	0.8	-0.1	-7.8	-12.3	11.0	-1.4
COC(=O)CSc1nc(NC(C)=O)nc(C)c1Br
  -1.4	-2.1	-3.2	-2.6	-0.7	4.5	14.2	-4.2	0.6	-5.3
Cc1ccc(-c2ccc(=O)n(CC(=O)NCc3ccc(F)cc3)n2)cc1
  -3.8	-5.2	-2.9	-3.3	-0.4	-6.4	17.6	3.5	-6.7	0.1
CCOC(=O)c1ccccc1NS(=O)(=O)c1cnn(CC)c1C
  -2.1	-2.5	1.1	-7.7	-0.2	13.5	0.3	2.6	-1.5	-4.7
NS(=O)(=O)c1ccc(CNC(=S)NC2CCCC2)cc1
  -3.1	4.9	1.8	7.9	1.1	-3.6	13.0	-16.7	0.1	0.0
O=[N+]([O-])c1cccnc1N1CCN(c2ccc(F)cc2)CC1
  0.5	-3.1	0.0	-16.8	0.0	-3.8	u	-8.3	1.2	-1.4

Reformatted as labelled records: entries from further up.
compound: Cc1nc(NC(=O)CSc2nc(N)cc(N)n2)sc1C
  CAL PDZ FP-1: -1.1
  CAL PDZ FP-2: -5.4
  Keap1-Nrf2 PPI: -4.5
  PKA-R2B act: -4.7
  LANA DNA inh: -1.9
  Rtt109 Vps75: 5.7
  SR-BI DiI-HDL act: 0.9
  Cardiac RTF inh: -1.8
  RTF Ca sens act: 0.7
  DAGLB inhibitor: 3.5

compound: Cc1c(Cl)cccc1NC(=O)CC(Cc1ccccc1)C(=O)O (stereo not given)
  CAL PDZ FP-1: 0.0
  CAL PDZ FP-2: -2.4
  Keap1-Nrf2 PPI: 1.4
  PKA-R2B act: -2.3
  LANA DNA inh: 0.7
  Rtt109 Vps75: 2.3
  SR-BI DiI-HDL act: 1.8
  Cardiac RTF inh: -7.2
  RTF Ca sens act: -0.7
  DAGLB inhibitor: -1.5
